# STAT1 activator = STAT1 signaling activation; hit rate 2.6% among 200,000; NIH 3T3 STAT1-luciferase reporter, IFN-gamma, luminescence; 100% = IFN-gamma alone, no compound; activation (% of control), % at 5.5 µM; AID 932;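 active = activation above the screen-wide mean activation plus 3 SD, cut at about 130% in these data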;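 also: raw ratio to IFN-gamma control signal so 100% means no change and 0% no light; values of inactives mirror those of a sister screen read the other way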
# APP transl inh = APP translation inhibition; SH-SY5Y APP 5'UTR-luciferase reporter, luminescence; inhibition, % at 2 µM; hit rate 0.82% among 190,000;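 active = inhibition above a set limit, derived from the sample mean plus 3 SD, cut at about 45% in these data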; also: values of inactives mirror those of a sister screen read the other way
# HMGR II inh = inhibitors of class II HMG-CoA reductase from Enterococcus faecalis | purified E. faecalis HMGR, NADPH absorbance 340 nm kinetic | inhibition, % at 10 µM | hit rate 0.41% among 190,000 | AID 1066;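 active = inhibition above a set limit, the median over all tested compounds plus 3 SD, cut at about 9.5% in these data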;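 also: enzyme runs in reverse so mevalonate oxidation gives rising NADPH absorbance; 0% = complete reaction with DMSO and 100% = background rate lacking mevalonate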
# FLuc act counter = firefly luciferase counter-screen for stimulation assays | P08659 | ATPlite luciferase biochemical, luminescence, 10 min; 0 = ATP-free wells, 1 = DMSO control | activation factor at 10 µM | 200,000 tested, under 10 active | AID 1027;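 active = luciferase activation factor, scaled between plate controls, of at least 2 with compound at 10 µM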
# Target sequence (P08659 whole entry, looked up): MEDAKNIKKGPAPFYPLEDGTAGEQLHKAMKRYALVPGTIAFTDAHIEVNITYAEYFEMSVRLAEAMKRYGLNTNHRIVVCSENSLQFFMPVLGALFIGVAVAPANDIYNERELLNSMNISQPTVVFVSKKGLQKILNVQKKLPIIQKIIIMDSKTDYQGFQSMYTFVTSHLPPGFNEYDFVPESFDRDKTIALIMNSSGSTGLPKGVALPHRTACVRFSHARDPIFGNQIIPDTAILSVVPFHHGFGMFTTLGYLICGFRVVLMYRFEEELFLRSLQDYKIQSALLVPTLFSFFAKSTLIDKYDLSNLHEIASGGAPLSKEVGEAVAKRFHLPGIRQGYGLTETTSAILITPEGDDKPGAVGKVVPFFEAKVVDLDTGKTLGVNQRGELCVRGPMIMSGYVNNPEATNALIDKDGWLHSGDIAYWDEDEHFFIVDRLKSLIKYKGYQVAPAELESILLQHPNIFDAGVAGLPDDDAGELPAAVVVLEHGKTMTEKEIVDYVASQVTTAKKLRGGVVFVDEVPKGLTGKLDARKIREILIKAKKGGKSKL
#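 Material: Luciferase/luciferin reagent mix; Doses: test compounds dosed from 2 mM stocks in 100% DMSO; Schedule: 10 min incubation after luciferase reagent addition, room temperature; Measured by: luminescence from luciferase reaction; Read-out: luminescence gain marking luciferase activators.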
# DTT redox prof = compounds producing H2O2 with reducing agent – biochemical, NIH compound library profiling, artefact control for MLSCN library redox annotation, primary screen | DTT-dependent redox cycling H2O2, phenol red/HRP absorbance; 100% = 100 µM peroxide control, 0% = buffer | hit rate 0.03% among 200,000 | activation, % at 10 µM;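 active = activation of at least 50% relative to the plate's high and low controls in the primary single-dose screen; inactive = activation below 50%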;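 also: compound incubated with DTT at 0.8 mM final as the reducing agent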
# APP 5'UTR act = APP 5'UTR luciferase reporter activation. activation, % at 2 µM. SH-SY5Y APP 5'UTR luciferase reporter, luminescence; zero percent = DMSO vehicle wells. hit rate 1% among 190,000;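 active = activation above a set limit, based on mean plus 3 SD of controls, cut at about 140% in these data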; also: values of inactives mirror those of a sister screen read the other way
# Hsp70 act = switches on Hsp70 transcription | HeLa Hsp70 promoter luciferase reporter, luminescence; scaled: vehicle 0, proteasome-inhibitor control 100% | activation, % at 10 µM | hit rate 0.04% among 200,000;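 active = activation above the mean across all tested compounds plus 3 SD, cutoff set per campaign, cut at about 5.5% in these data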;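 also: 100% = MG132 at 30 µM as the positive control and 0% = DMSO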
# FLuc inhib CS = Photinus pyralis luciferase inhibition counter-screen; ATPLite firefly luciferase biochemical luminescence, 10 min; inhibition, % at 10 µM; hit rate 1.5% among 200,000; AID 1006;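 active = inhibition above about 50% when tested at 10 µM, limit read from the data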
# G6PDH CS = inhibits Leuconostoc G6PDH, flagging false hits in G6PDH-based assays | Purified L. mesenteroides G6PDH, diaphorase/resazurin coupled fluorescence, 45 min | inhibition, % at 5 µM | hit rate 0.12% among 200,000 | AID 1020; in the data active = inhibition above about 50%
# NF-kB expr up = raises NF-kB expression in human neuronal cells. NF-kB reporter expression; active compounds read high. fold change at 12.5 µM. hit rate 1.6% among 190,000. AID 1239; in the data active = fold change above about 3.3
# The depositor's hits bear a star; / = no result given.
SMILES,STAT1 activator,APP transl inh,HMGR II inh,FLuc act counter,DTT redox prof,APP 5'UTR act,Hsp70 act,FLuc inhib CS,G6PDH CS,NF-kB expr up
CC(=O)Nc1n[nH]c(S(=O)(=O)Cc2ccc(Cl)cc2Cl)n1,106,-12,/,1,0.2,12,0.0,-2,7,/
Cc1ccc(C)c(NC(=O)CN(C)C(=O)Cc2ccccc2)c1,102,-14,4,1,0.3,14,0.0,-4,-12,0.82
CCc1ccc(-c2nnn(CCC(=O)OC)n2)cc1,80,48*,-1,0.7,3.2,-49,-0.3,28,15,0.44
CCCOc1ccc(N2C(=O)CC(NCCc3ccc(S(N)(=O)=O)cc3)C2=O)cc1 (centres undefined),106,-19,0,1.1,0.1,19,-0.2,-7,7,1.1
COc1ccc(S(=O)(=O)N2CCCN(CC(=O)Nc3ccc(OC)c(Cl)c3)CC2)cc1,96,-6,-5,1,0.1,6,-0.4,-1,15,1.2
COc1ccc(NC(=O)c2ccc(COc3ccc(C)cc3)o2)cc1,127,-13,-4,1,-0.4,13,-0.2,-4,11,1.4
Cc1cc(C)cc(NC(=S)Nc2cccc3cnccc23)c1,97,-12,3,1.1,-1.0,12,0.3,-7,36,1.1
CCN1CCN(CCC(=O)Nc2ccccc2OC)CC1,94,2,4,1.1,-0.3,-2,-0.2,-7,-1,1.5
CCc1ccccc1NC(=O)c1nnn(CC(=O)Nc2cccc(C)c2)c1N,93,-11,1,1,1.0,11,0.1,-4,5,1.1
C(=N\Nc1nc(N2CCCCC2)nc(N2CCCCC2)n1)/c1c[nH]c2ccccc12,108,-21,-4,1,-0.2,21,-0.1,-2,13,0.64
CC1(C)CC(=O)C2=C(C1)OC(N)=C(C#N)C2c1ccc(OC(=O)N2CCOCC2)cc1 (centres undefined),92,3,1,1,-0.1,-3,-0.3,-3,4,0.93
CCCc1cc(=O)oc2cc3oc(C)c(C)c3cc12,109,0,-1,1,-0.3,0,0.2,-4,-1,1.6
CC1=C(C)CC(C(=O)NCC(=O)c2ccccc2)C(C(=O)O)C1 (centres undefined),133*,-89,0,0.9,0.4,89,-0.1,6,-4,1.6
C=CCOc1c(CNc2cccc(C(=O)O)c2)cccc1OC,145*,-56,3,1,-0.1,56,-0.3,1,-1,1.9
Cc1no[n+]([O-])c1COc1ccc(/C=N/n2nnnc2N)cc1,110,10,4,1.1,0.1,-10,-0.3,-7,-6,0.95
O=C(NNC(=O)C12CC3CC(CC(C3)C1)C2)[C@@H]1C[C@H]1c1ccccc1,105,-1,1,1,-0.1,1,-0.3,2,6,1.2
CCCC(C)NC(=O)c1ccc(OCc2ccc(Cl)cc2)c(OC)c1 (centres undefined),108,-11,1,1,0.3,11,-0.4,-4,-8,1.5
CCOC(=O)c1nnn(-c2nonc2-n2cccc2)c1CCl,92,-20,-5,1,2.6,20,-0.2,0,15,1.2
Clc1ncnc2scc(-c3ccccc3)c12,86,-15,2,1.1,-3.1,15,-0.1,-6,-5,0.87
Cc1cccc(-c2nc(CS(=O)CC(=O)N3CCc4ccccc4C3)c(C)o2)c1 (centres undefined),96,2,-2,1.1,-0.2,-1,-0.2,-5,13,1.1

# The list goes on; it opens with the five that closed the last part.
SMILES,STAT1 activator,APP transl inh,HMGR II inh,FLuc act counter,DTT redox prof,APP 5'UTR act,Hsp70 act,FLuc inhib CS,G6PDH CS,NF-kB expr up
O=C(NNC(=O)C12CC3CC(CC(C3)C1)C2)[C@@H]1C[C@H]1c1ccccc1,105,-1,1,1,-0.1,1,-0.3,2,6,1.2
CCCC(C)NC(=O)c1ccc(OCc2ccc(Cl)cc2)c(OC)c1 (centres undefined),108,-11,1,1,0.3,11,-0.4,-4,-8,1.5
CCOC(=O)c1nnn(-c2nonc2-n2cccc2)c1CCl,92,-20,-5,1,2.6,20,-0.2,0,15,1.2
Clc1ncnc2scc(-c3ccccc3)c12,86,-15,2,1.1,-3.1,15,-0.1,-6,-5,0.87
Cc1cccc(-c2nc(CS(=O)CC(=O)N3CCc4ccccc4C3)c(C)o2)c1 (centres undefined),96,2,-2,1.1,-0.2,-1,-0.2,-5,13,1.1
C=CCN(C)CCCNC(=O)/C=N/O,106,6,2,1.1,0.3,-6,-0.5,-5,8,0.87
CC(=O)OCC(=O)Nc1ccc([N+](=O)[O-])cc1Cl,102,-29,4,1,0.6,29,0.7,-2,0,1.2
O=C(c1ccc2c3c(cccc13)CC2)N1CCOCC1,98,-9,-7,1,-0.1,9,-0.6,-2,12,0.88
O=C(Cn1cnc2c(nnn2Cc2ccccc2F)c1=O)NCC1CCCO1 (centres undefined),102,1,-2,1,0.4,-1,0.4,-1,2,0.9
NC(=O)CSc1nnc(CNc2cccc(Cl)c2)n1CCc1ccccc1,96,0,2,1,1.8,-1,0.5,-2,5,0.79
CCN1CCN(c2cc(=O)n(C3CCCCC3)c(=O)[nH]2)CC1,100,-10,-4,1.1,0.2,10,-0.1,-6,-12,0.98
CCCC(C(=O)NC1CCCC1)N(C(=O)Cn1nnc(-c2ccc(C)o2)n1)c1ccccc1OC (centres undefined),102,10,-2,1,-0.5,-10,0.5,-4,5,0.82
CCOC(=O)C(NC(=O)Nc1cccc(C)n1)(OCC(F)(F)F)C(F)(F)F (centres undefined),101,12,1,1,1.7,-12,-0.2,-3,2,1.2
CCCc1nnc(NS(=O)(=O)c2ccc(OC)cc2)s1,97,11,-4,1.1,-0.2,-11,0.1,-7,6,1.1
Fc1ccc(NC(=S)Nc2cccc3cnccc23)cc1,83,-8,-5,1,0.6,8,-0.3,0,51*,1
CCOC(=O)C1CCCN(Cc2ccc(OCC)cc2)C1 (centres undefined),99,-12,1,1,-4.1,12,-0.3,1,5,1.1
COc1ccccc1-c1nc(C#N)c(N2CCCCCC2)o1,104,-7,-6,1,0.1,7,0.1,2,5,1.2
CC(=O)Nc1ccc(NC(=O)CCCc2c[nH]c3ccccc23)cc1,104,11,-4,1,-0.3,-11,-0.2,-4,4,1
CCC(C)N(C(=O)Cn1nnc2ccccc21)C(C(=O)NCc1ccco1)c1cccc(OC)c1 (centres undefined),100,7,-2,1,-0.4,-7,0.1,-3,3,0.99
O=C(c1ccco1)c1nnn(Cc2ccccc2)c1-c1ccccc1,98,-3,-2,1.1,2.6,3,-0.3,-7,19,1.1
Cc1occc1-c1nnc(SCC(=O)NCc2ccco2)n1CC(C)C,98,-12,-4,1.1,1.9,12,-0.2,-5,0,1.1
O=C(CNCCc1ccc(Cl)cc1Cl)NCc1ccco1,107,11,3,1.1,-0.1,-11,-0.4,-10,8,1.1
COc1ccccc1CNc1nc2nc3c(c(=O)n2[nH]1)CCC3,98,-5,0,1.1,1.8,5,0.3,-6,8,1.3
CC(=O)c1cc(CN2CCN(C3CCCCC3)C(CCO)C2)cs1 (centres undefined),91,6,-6,1,-1.5,-6,0.1,-2,8,1.1
CCO[C@H]1OC(C(=O)N2CCN(C)CC2)=C[C@@H](c2ccc3c(c2)OCO3)[C@@H]1CCCO,100,-12,2,1,0.0,12,-0.2,3,0,1.1
CC(C)COC(=O)c1ccc(N2C(=O)c3ccccc3C2=O)cc1,104,-7,3,1,0.1,7,-0.1,-5,4,1.2
Cc1ccc(Oc2ccc(Cl)cc2NC(=O)c2cnccn2)cc1,89,8,-2,1.1,1.9,-8,-0.3,-9,7,1
COc1cc(C(=S)N2CCOCC2)ccc1OC(=O)Cc1ccc(F)cc1,106,-12,-3,1,0.1,12,0.1,-5,4,0.97
Cc1ccc(C(=O)NNC(=O)CSc2nnc(CNc3ccc(F)cc3)n2C)cc1,94,7,-4,1,-1.5,-7,-0.2,1,6,1.3
Cc1ccc(S(=O)(=O)/N=C2/NC(=O)/C(=C/c3ccncc3)S2)cc1,100,6,-4,1,-0.1,-6,-0.1,-4,3,1.2
O=C(O)c1ccccc1C(=O)Nc1ccc(Oc2cccc3ccccc23)cc1,42,59*,-6,0.8,0.5,-59,-0.4,18,10,1.1
Cc1ccc(C(C(=O)NCc2ccco2)N(CCc2ccccc2)C(=O)Cn2nnc3ccccc32)o1 (centres undefined),92,-7,-3,1.1,-1.1,7,-0.3,-8,9,0.43
CC1=CCn2c(=O)c3ccccc3c(=O)n2C1,114,-5,1,1.1,-0.1,5,-0.4,-5,1,1
O=C(NNC(=S)NCc1ccco1)c1cccs1,87,-14,0,1,0.6,14,-0.5,-4,-13,1
O=C(CCN1C(=O)c2ccccc2C1=O)Nc1ccc2c(c1)OCCO2,103,-4,1,1,0.9,4,0.0,2,3,1.1
c1ccc2c(c1)N1CCCN=C1N2CCN1CCCCC1,78,19,2,1.1,-0.8,-19,-0.2,-6,4,1.2
CCN(Cc1cc2cc(OC)ccc2[nH]c1=O)C(=O)Cc1ccc(OC)cc1,91,16,-4,1,3.8,-16,-0.2,2,8,0.91
COc1cc(/C=N/Nc2snc(SC)c2C#N)ccc1O,91,83*,-4,1,-3.4,-83,0.3,2,4,1.2
COc1cccc(NCc2ccc([N+](=O)[O-])s2)c1,105,6,0,1,-0.4,-6,0.0,0,-2,1.2
O=C(Nc1ccc(OCc2ccccc2)cc1)c1cccc([N+](=O)[O-])c1,102,-1,-4,1.1,-0.4,1,0.0,-6,-5,1.1
Cc1ccc(C(=O)CC(C(=O)O)n2ccc(C)n2)cc1 (centres undefined),104,-9,-4,1.1,2.5,9,0.0,-7,1,1.9
NC(=O)C[n+]1cccc(/C=N/O)c1,106,3,-9,1,-1.6,-3,-0.5,0,9,1.3
Cn1c(N)c(C(=O)COC(=O)c2ccccn2)c(=O)n(C)c1=O,107,-9,1,1.1,-1.8,9,0.0,-11,4,1.1
O=C(NCc1ccccc1)c1onc(CSc2ccc(F)cc2)c1C(=O)NCCCN1CCOCC1,104,-7,-1,1.1,-6.0,7,-0.5,-8,4,0.59
CCOC(=O)CSc1nnc(CNC(=O)c2cccs2)n1-c1cc(OC)ccc1OC,104,0,2,1.1,2.1,0,-0.1,-7,-5,1

# The closing three records of the section before are carried over, then new ones follow.
SMILES,STAT1 activator,APP transl inh,HMGR II inh,FLuc act counter,DTT redox prof,APP 5'UTR act,Hsp70 act,FLuc inhib CS,G6PDH CS,NF-kB expr up
Cn1c(N)c(C(=O)COC(=O)c2ccccn2)c(=O)n(C)c1=O,107,-9,1,1.1,-1.8,9,0.0,-11,4,1.1
O=C(NCc1ccccc1)c1onc(CSc2ccc(F)cc2)c1C(=O)NCCCN1CCOCC1,104,-7,-1,1.1,-6.0,7,-0.5,-8,4,0.59
CCOC(=O)CSc1nnc(CNC(=O)c2cccs2)n1-c1cc(OC)ccc1OC,104,0,2,1.1,2.1,0,-0.1,-7,-5,1
CC1(C)CC(=O)N(Cc2ccccc2)C(=O)C1,101,-8,-2,1,-0.1,8,-0.3,-3,0,1.1
O=C(CC1C(=O)NCCN1Cc1cccc(Oc2ccccc2)c1)NCCn1cccn1 (centres undefined),96,-5,-6,1,-1.6,5,-0.1,-1,12,1.1
CC1=CC(C)(C)NC(=S)N1c1cccc2ccccc12,101,-6,-10,1.1,-2.1,6,-0.2,-8,1,1
O=C(CCC(=O)NNC(=O)c1ccccc1[N+](=O)[O-])NCc1ccccc1,94,-6,3,1,-1.6,6,-0.2,-4,8,1.1
CCC(C)NC(=O)CNC(=O)Cn1c(C)cc2ccccc2c1=O (centres undefined),99,6,-1,1.1,-3.0,-6,-0.1,-7,-2,0.89
Cc1cc(C)nc(NS(=O)(=O)c2ccc(NC(=S)NC(=O)c3ccco3)cc2)n1,94,-8,4,1.1,-0.7,8,-0.2,-5,5,1.1
